High-throughput results as filed in PubChem.
HIF activator: HIF pathway transcriptional activation; U2OS HRE-luciferase reporter, luminescence; normalized: DMSO 0%, desferrioxamine 100%; activation, % at 7.5 µM (by protocol); 0.32% of 300,000 active; AID 1910;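 active = mean activation of at least 10% of the iron chelator positive control signal, with at least half of replicates also reaching 10%; inconclusive = mean and replicate majority disagree about reaching 10%; inactive = mean and most replicates under 10%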
HSF1 activator: increases HSF-1 driven luciferase reporter signal; activation, % at 9 µM; NIH3T3-HGL HSF-1 luciferase reporter, MG132, 8 h; 100% = twice DMSO control signal; 1.7% of 300,000 active;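 active = mean replicate activation of at least 50% with a set share of replicates each reaching 50%; inconclusive = only one of those two conditions met; inactive = mean below 50% and too few replicates reaching it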;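 note: 0% = median of the neutral control wells and 100% = twice that signal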
aSyn UTR inh: 5' untranslated region of α-synuclein, MLPCN primary screen. alpha-synuclein 5'UTR reporter, inhibitor activity. inhibition, % (tested at 7.5 µM). 0.82% of 300,000 active. AID 1813; in the data active = inhibition above about 60%; inconclusive = no clear call, values can overlap the other calls;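 note: H4 neuroglioblastoma cells stably carrying SNCA 5'UTR luciferase fusion; 0% = DMSO wells and 100% = positive control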
IEC-6 tox: IEC-6 cytotoxicity, counter-screen for KLF5 inhibitors | luminescence viability | inhibition, % at 5 µM | 0.78% of 290,000 active | AID 1825; in the data active = inhibition above about 22%;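 note: 0% = plate median of test compound wells and 100% = cytotoxic reference compound wells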
AI-2 QS modul: Vibrio harveyi AI-2 quorum sensing modulation. Vibrio harveyi JMH597 AI-2 luminescence/OD600 ratio, 9 h; active compounds read low; strain lacks LuxN and CqsS sensors; 0 = neutral-control median. AID 2094. 0.4% of 300,000 active. activity change, % at 7.5 µM; in the data active = activity change below about -75%, passing the limit was not always enough; inconclusive = no clear call, values can overlap the other calls;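 note: luminescence divided by OD600 gain over 9 h not by final OD600 alone; inactives centre near 13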
Platelet DG rel: modulates dense granule release in human platelets. human platelet-rich plasma, SFLLRN dense granule ATP release, luminescence. inhibition, %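 (compounds screened at 7.5 µM in platelet-rich plasma)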. 0.22% of 300,000 active. AID 1663;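 active = mean replicate score, as percent of positive control, at or above 50; inconclusive = mean below 50 but at least one replicate at or above 50; inactive = mean and every replicate below 50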
HDAC3 inh: human HDAC3 inhibition | O15379 | recombinant HDAC3, fluorogenic peptide/trypsin coupled, fluorescence | inhibition, % at 8.3 µM | 0.15% of 320,000 active | AID 2718; in the data active = inhibition above about 26%, passing the limit was not always enough; inconclusive = no clear call, values can overlap the other calls
Target sequence (O15379 whole entry, looked up): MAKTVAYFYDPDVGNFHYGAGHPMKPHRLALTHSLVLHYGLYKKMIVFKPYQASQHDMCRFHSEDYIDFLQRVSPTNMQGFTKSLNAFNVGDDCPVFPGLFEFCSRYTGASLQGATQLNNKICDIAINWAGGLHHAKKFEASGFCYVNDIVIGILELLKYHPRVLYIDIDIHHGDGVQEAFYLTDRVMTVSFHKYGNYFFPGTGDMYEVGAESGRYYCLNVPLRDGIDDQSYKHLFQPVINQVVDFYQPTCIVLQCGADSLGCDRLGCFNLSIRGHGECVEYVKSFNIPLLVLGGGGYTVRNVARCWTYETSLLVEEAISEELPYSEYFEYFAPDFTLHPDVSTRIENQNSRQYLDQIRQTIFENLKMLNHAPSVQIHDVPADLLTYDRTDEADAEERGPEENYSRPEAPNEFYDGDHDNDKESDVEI
HSF1 inh: HSF1 inhibition | NIH3T3-HGL HSE-luciferase, MG132-induced, luminescence 8 h; active compounds read low | activity change, negative = inhibition, % at 7.5 µM (by protocol) | 0.77% of 300,000 active;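 active = more than half of replicate wells show activity change below -50%, luminescence cut by over half; inconclusive = some wells, but at most half, below -50%; inactive = no replicate well below -50%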;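 note: luciferase reports HSF-1 transcriptional activity via heat shock element; 0% = median of DMSO wells and -100% = zero luminescence signal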
KLF5 inh: kruppel-like factor 5 inhibition; DLD-1 KLF5 promoter-luciferase reporter, luminescence; inhibition, % at 5 µM; 0.23% of 290,000 active; AID 1700;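 active = inhibition above a per-plate limit of that plate's mean compound inhibition plus 3 SD, cut at about 60% in these data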;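 note: 0% = DMSO wells and 100% = LY294002 at 200 µM; higher means less KLF5 promoter-driven luciferase light; inactives centre near -14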
HSP90 inh: HSP90 refolding inhibition in rabbit reticulocyte lysate. luciferase refolding luminescence, 3 h. inhibition, % at 5.6 µM. 0.91% of 290,000 active. AID 1789;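 active = inhibition above the screen-wide mean plus 3 SD, computed separately per campaign, cut at about 16% in these data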;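 note: 0% = DMSO wells and 100% = 60 µM geldanamycin wells; inhibitors lower the luminescence because luciferase stays unfolded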
Numbers without * were called inactive; u = inconclusive; x = no result given; & = joins results of further samples.

compound	HIF activator	HSF1 activator	aSyn UTR inh	IEC-6 tox	AI-2 QS modul	Platelet DG rel	HDAC3 inh	HSF1 inh	KLF5 inh	HSP90 inh
CCC(C(=O)OCn1nnc2ccccc2c1=O)c1ccccc1 (centres undefined)	-0.5	-11	7	-6	9	2	4	-8	-5	3
COc1cccc2cc3c(=O)n(-c4ccccc4)nc-3oc12	0.1	6	-19	-1	22	1	1	-4	-39	1
Cc1ccc(/C=N/Nc2cccc(C(=O)O)c2)s1	-1.5	-43	12	-1	48	-6	8	-32	-94	24*
O=c1ccnc(Nc2ccc(Cl)cc2)[nH]1	-0.1	-1	-7	-2	-21	-3	-3	2	-27	6
CC(C)c1ccc(NC(=O)c2cccnc2)cc1	2.9	27	-247	-1	36	-4	0	13	-78	-1
CCNC(=O)Cn1cnc2c1c(=O)n(C)c(=O)n2C	-2.6	-9	8	-6	3	-4	-3	-5	11	-4
O=C(Nc1ccc(Cl)cc1)Nc1ccc(N2CCOCC2)cc1	1.8	-6	-44	2	14	4	-1	1	7	2
CCOc1ccccc1NC(=O)CSc1nnnn1C1CCCC1	0.3	-6	9	8	-2	-8	1	3	6	1
CC(=O)Nc1ccccc1C(=O)C(=O)Nc1cccc(C(=O)N2CC(C)CC(C)C2)c1 (centres undefined)	0.5	5	18	4	13	-2	1	-3	-10	-1
CCOc1cc(C=O)cc(N=Nc2cccc([N+](=O)[O-])c2)c1O	-0.5	-25	-32	-2	28	x	-4	-4	-20	-2
COc1ccc(-n2c(SCC(=O)Nc3ccccc3)nnc2-c2ccc(NS(=O)(=O)c3ccc(C)cc3)cc2)cc1	-0.2	12	41	-2	12	1	0	4	-14	3
COc1ccc(N(CC(=O)N/N=C(\C)CCc2ccccc2)S(=O)(=O)c2ccc(C)cc2)cc1	0.3	11	8	7	7	-2	5	2	-3	6
COc1ccc(OC)c(C2=NOC(C(=O)N3CCCc4ccccc43)C2)c1 (centres undefined)	1.4	4	-11	-6	16	2	2	-1	-9	1
COc1ccc(CONS(=O)(=O)c2ccc(NC(C)=O)cc2)cc1Cl	-0.7	13	-10	-2	-7	2	-1	1	-2	-2
Cc1ccccc1CCNC(=O)Cn1nc(C)c2c(C)n(-c3ccccc3)nc2c1=O	0.3	5	34	4	-5	1	5	-1	-11	0
COCCn1c(-c2ccc(OC)cc2)cnc1SCC(=O)Nc1ccc(OC)cc1OC	21*	-2	11	-5	20	-4	-2	1	0	-2
COc1cccc(CSCC(=O)NCCc2ccccc2)c1OC	0.5	-1	-5	-1	25	11	5	-4	-28	-2
Cn1cc([N+](=O)[O-])c(C(=O)N/N=C\c2c[nH]c3ccccc23)n1	-0.1	28	-3	2	20	3	2	-5	-10	0
COC(=O)Cc1csc(N)n1	-2.1&-0.5	3&11	4	9&0	21&-4	1&-2	u	-4&-5	6&0	-3&-1
CS(=O)(=O)Cc1ccc(C(=O)NC(c2ccccc2)c2ccccc2)cc1	-1.6	-37	-2	1	5	3	9	-27	-5	0
Cc1ccc(S(=O)(=O)NN=C2C3CC4CC(C3)CC2C4)cc1[N+](=O)[O-]	-0.7	-4	7	-2	16	25	-3	1	-26	0
O=C(OCC(=O)N1CCOCC1)c1ccc2c(c1)OCCO2	1.4	15	-31	-3	6	-1	-4	2	-33	2
Cc1cc(C)c(C)c(S(=O)(=O)N2CCN(C(=O)CCC(=O)N3CCOCC3)CC2)c1C	-0.4	0	2	1	39	4	-2	-13	7	2
COc1ccccc1N1CCN(CC(O)COc2ccc3c(c2)CCC3)CC1 (centres undefined)	-0.1	-8	10	-4	0	1	-4	1	-31	-1
COc1ccc(NC2=CC(=O)CC(C)(C)C2)cc1OC	0.2	15	-9	3	15	-4	9	10	3	1

Looked up above.
`CCNC(=O)Cn1cnc2c1c(=O)n(C)c(=O)n2C` @ HSF1 activator = -9
`CCC(C(=O)OCn1nnc2ccccc2c1=O)c1ccccc1` (centres undefined) @ HSF1 activator = -11

Remaining list, next part.
compound	HIF activator	HSF1 activator	aSyn UTR inh	IEC-6 tox	AI-2 QS modul	Platelet DG rel	HDAC3 inh	HSF1 inh	KLF5 inh	HSP90 inh
CCC1COCCS(=O)(=O)N1Cc1ccc(Cl)cc1 (centres undefined)	-3.2	7	12	2	19	-2	1	1	-19	-4
CCOC(=O)CSc1nc2c([nH]c3ccccc32)c(=O)n1C	0.4	1	26	-3	31	-2	4	-11	6	-2
CCC(=C(c1ccc(OC)cc1)c1ccc(OC)cc1)c1cn(CC(O)CN2CCN(C)CC2)c2ccccc12 (centres undefined)	x	x	x	0	x	x	0	x	-19	3
COCC(C)n1c(SCC(=O)N2CCCCC2)nc2ccccc2c1=O (centres undefined)	-0.2	5	-7	-2	12	x	6	-4	8	-1
O=C(O)C1CC=CCC1C(=O)Nc1ccc(S(=O)(=O)N2CCCc3ccccc32)cc1 (centres undefined)	-0.4	-1	26	-6	23	-4	1	-1	7	-2
COc1ccc(Oc2ccc(C(F)(F)F)cc2NC(=O)c2ccc(C)cc2)cc1	-0.5	20	6	5	21	-15	-2	4	-2	0
O=C(O)CCC(NS(=O)(=O)c1ccc(-c2ccccc2)cc1)C(=O)O (centres undefined)	0.8	4	-5	0	7	1	0	-5	-16	-3
S=c1[nH]nc(COc2cccc(Cl)c2)n1Cc1ccccc1	0.2	7	-2	4	16	-2	8	-3	-22	7
CCOC(=O)CSc1nnc(NCC(=O)OC)c(=O)[nH]1	-0.1	-2	0	1	16	-5	14	4	-25	5
Cc1cc(C)c(S(=O)(=O)N2CCc3ccccc32)c(C)c1	-10	-10	16	-2	19	2	2	3	-7	-2
Cc1nc(Nc2cccc(F)c2)c2oc3ccccc3c2n1	1.7	18	-45	0	-8	-2	2	10	-22	0
COc1ccc(C2(CNC(C)=O)CCCC2)cc1OC	-0.2	-14	4	0	4	-9	-5	-4	-24	-1
CC(C)(C)OC(=O)N/N=C\c1ccc[nH]1	1.2	x	-77	-1	25	-9	-3	x	-75	0
CC(C)(C)C(=O)NC(=O)Nc1ccccc1C(F)(F)F	0.2	-3	-12	-3	4	-9	3	3	-23	1
Cc1ccc2c(CC(=O)Nc3sccc3C(N)=O)coc2c1	3.8	84*	-183	1	3	3	14	55	-100	-4
Cc1cnc(=O)[nH]c1SCc1ccccc1F	-0.9	12	8	-3	16	6	-1	2	-10	-1
CCOc1ccc(/C=N/NC(=O)Cn2ccnc2C)cc1	0.0	15	5	4	13	-2	3	7	2	5
COc1ccc(NC(=O)c2sccc2C)cn1	1.4	70*	-115	-6	14	6	0	36	-84	3
COc1ccc(/C=N/Nc2cn[nH]c(=O)c2Cl)cc1	1.1	14	-37	8	20	16	-3	6	-22	2
COC(=O)c1cc(N=Nc2c(C)[nH]c3ccccc23)cc(C(=O)OC)c1	-0.4	-9	-10	-2	24	10	-7	-4	7	5
O=C(Nc1nncs1)c1ccc(S(=O)(=O)c2ccccc2)cc1	-0.2	18	-16	-1	27	11	10	-4	-14	4
CCOCCCn1c(=S)[nH]c2cc(C(=O)NCCc3ccccc3)ccc2c1=O	2.0	-9	6	6	9	-1	-3	-13	-35	-7
CCCN(CCC)CCNC(=O)c1cc2c(=O)n(C)c3ccccc3c2n1C	-0.2	-24	-39	3	16	5	-19	-4	-12	-1
O=C(NNC(=O)c1cccc([N+](=O)[O-])c1)c1ccncc1	-0.3	-12	-22	6	3	3	-6	-6	-40	4
CCc1ccccc1NC(=O)c1cc(S(=O)(=O)N(C)C)ccc1N1CCCC1	0.1	11	4	5	-3	-1	4	-3	-28	-2
Cc1sc2ncnc(SCC(=O)NC(C)C(C)C)c2c1C (centres undefined)	-0.8	-14	15	5	16	0	-1	-5	21	0
O=C(O)Cc1csc(NC(=O)CSc2nnnn2-c2ccc(O)cc2)n1	-0.2	-8	4	-2	16	16	8	-7	-8	1
C/C(=N\N1CCN(c2ccccc2)CC1)c1cccs1	-0.2	-33	-5	4	17	1	x	-25	-36	-1
CC1(C)Oc2ccc3ccc(=O)oc3c2-c2cnoc21	-0.2	19	5	2	27	19	6	3	-23	-4
CC1CCc2c(sc(NC(=O)C3CCCO3)c2C#N)C1 (centres undefined)	3.8	5	-114	-3	12	3	1	8	-140	-2
O=C(COc1ccc(Cl)cc1)NNC(=O)c1ccccn1	1.2	-2	-3	-9	1	-7	0	-4	-1	-3
COc1ccc(OC)c(S(=O)(=O)Nc2c(F)cccc2F)c1	-0.6	-1	2	3	9	-2	3	1	-7	-2
COc1ccnc(CSC(N)=Nc2ccc(F)cc2)c1	2.9	25	-111	-4	7	1	-1	12	-73	-1
CN(CC(=O)Nc1ccc(N2CCOCC2)cc1)C(=O)c1ccc(O)c(Cl)c1	-0.3	-2	12	1	19	-19	-2	1	5	1
CC1CCN(C(=O)c2cc3nc(-c4ccccc4)cc(-c4ccccc4)n3n2)CC1	-0.4	-16	43	-1	24	4	1	-9	-13	1
COc1ccc(C(=O)NCCSCc2ccco2)cc1OC	-0.1	-9	12	0	18	8	5	2	-27	-2
COc1ccccc1CN1C[C@@H]2C[C@@H](c3cccc(C)c3)N3CCC[C@@]23C1=O	0.0	0	-1	7	34	3	13	1	11	-1
O=C(NCCCN1CCOCC1)c1ccc(CNS(=O)(=O)c2ccc(F)cc2)cc1	-0.7	-23	9	-6	34	-50	-4	-13	-27	-2
Cc1ccc(CNC(=O)CSc2nc3ccsc3c(=O)n2Cc2ccccn2)cc1	0.2	17	-19	-6	10	3	12	-1	-25	1
Cc1cc(C)c2nc(SCC(=O)Nc3ccccc3N3CCOCC3)c(C#N)cc2c1	-0.8	27	0	0	-2	-6	1	7	-3	2
Oc1oc(-c2ccccc2)nc1/C=N/c1nccs1	1.0	12	-86	-6	23	3	12	10	-56	-2
Cc1cc(OCC(=O)NCc2ccccn2)cc(C)c1Br	0.5	3	0	-1	20	20	5	2	-3	-2
CCc1ccc(/C=C2/SC(N3CCOCC3)=NC2=O)cc1	0.4	11	6	-6	36	8	4	5	-11	-4
Cc1cc(C)c(S(=O)(=O)Nc2ncn[nH]2)cc1C	-0.2	6	-3	-9	x	0	-3	-5	-6	4
O=C(Nc1ccccc1)N1CCCN(c2nccc(C(F)(F)F)n2)CC1	-0.6	-5	3	-3	-4	2	0	-3	6	1
CC(C)(C)c1ccc(C(CC(=O)O)NC(=O)Cc2ccc(F)cc2)cc1 (centres undefined)	-0.2	-9	-21	8	5	-3	2	3	-24	-6
O=C(COc1ccccc1O)Nc1ccccc1Cl	-3.8	39	-99	2	-15	3	3	21	-59	-3
COc1ccccc1N1CCN(C2CCCN(C(=O)c3oc(C)cc3C)C2)CC1 (centres undefined)	-0.2	8	-6	0	40	-4	-1	6	-10	1
